mHTT CaM bind: inhibitors of human mutant huntingtin-calmodulin interaction. 190,000 tested, 3.6% active. AlphaScreen His-mHTT/GST-CaM binding, luminescence. inhibition, % at 15 µM;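 note: 0% = both proteins with DMSO and 100% = one protein alone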
Target sequence (P42858 whole entry, looked up, stated change not applied): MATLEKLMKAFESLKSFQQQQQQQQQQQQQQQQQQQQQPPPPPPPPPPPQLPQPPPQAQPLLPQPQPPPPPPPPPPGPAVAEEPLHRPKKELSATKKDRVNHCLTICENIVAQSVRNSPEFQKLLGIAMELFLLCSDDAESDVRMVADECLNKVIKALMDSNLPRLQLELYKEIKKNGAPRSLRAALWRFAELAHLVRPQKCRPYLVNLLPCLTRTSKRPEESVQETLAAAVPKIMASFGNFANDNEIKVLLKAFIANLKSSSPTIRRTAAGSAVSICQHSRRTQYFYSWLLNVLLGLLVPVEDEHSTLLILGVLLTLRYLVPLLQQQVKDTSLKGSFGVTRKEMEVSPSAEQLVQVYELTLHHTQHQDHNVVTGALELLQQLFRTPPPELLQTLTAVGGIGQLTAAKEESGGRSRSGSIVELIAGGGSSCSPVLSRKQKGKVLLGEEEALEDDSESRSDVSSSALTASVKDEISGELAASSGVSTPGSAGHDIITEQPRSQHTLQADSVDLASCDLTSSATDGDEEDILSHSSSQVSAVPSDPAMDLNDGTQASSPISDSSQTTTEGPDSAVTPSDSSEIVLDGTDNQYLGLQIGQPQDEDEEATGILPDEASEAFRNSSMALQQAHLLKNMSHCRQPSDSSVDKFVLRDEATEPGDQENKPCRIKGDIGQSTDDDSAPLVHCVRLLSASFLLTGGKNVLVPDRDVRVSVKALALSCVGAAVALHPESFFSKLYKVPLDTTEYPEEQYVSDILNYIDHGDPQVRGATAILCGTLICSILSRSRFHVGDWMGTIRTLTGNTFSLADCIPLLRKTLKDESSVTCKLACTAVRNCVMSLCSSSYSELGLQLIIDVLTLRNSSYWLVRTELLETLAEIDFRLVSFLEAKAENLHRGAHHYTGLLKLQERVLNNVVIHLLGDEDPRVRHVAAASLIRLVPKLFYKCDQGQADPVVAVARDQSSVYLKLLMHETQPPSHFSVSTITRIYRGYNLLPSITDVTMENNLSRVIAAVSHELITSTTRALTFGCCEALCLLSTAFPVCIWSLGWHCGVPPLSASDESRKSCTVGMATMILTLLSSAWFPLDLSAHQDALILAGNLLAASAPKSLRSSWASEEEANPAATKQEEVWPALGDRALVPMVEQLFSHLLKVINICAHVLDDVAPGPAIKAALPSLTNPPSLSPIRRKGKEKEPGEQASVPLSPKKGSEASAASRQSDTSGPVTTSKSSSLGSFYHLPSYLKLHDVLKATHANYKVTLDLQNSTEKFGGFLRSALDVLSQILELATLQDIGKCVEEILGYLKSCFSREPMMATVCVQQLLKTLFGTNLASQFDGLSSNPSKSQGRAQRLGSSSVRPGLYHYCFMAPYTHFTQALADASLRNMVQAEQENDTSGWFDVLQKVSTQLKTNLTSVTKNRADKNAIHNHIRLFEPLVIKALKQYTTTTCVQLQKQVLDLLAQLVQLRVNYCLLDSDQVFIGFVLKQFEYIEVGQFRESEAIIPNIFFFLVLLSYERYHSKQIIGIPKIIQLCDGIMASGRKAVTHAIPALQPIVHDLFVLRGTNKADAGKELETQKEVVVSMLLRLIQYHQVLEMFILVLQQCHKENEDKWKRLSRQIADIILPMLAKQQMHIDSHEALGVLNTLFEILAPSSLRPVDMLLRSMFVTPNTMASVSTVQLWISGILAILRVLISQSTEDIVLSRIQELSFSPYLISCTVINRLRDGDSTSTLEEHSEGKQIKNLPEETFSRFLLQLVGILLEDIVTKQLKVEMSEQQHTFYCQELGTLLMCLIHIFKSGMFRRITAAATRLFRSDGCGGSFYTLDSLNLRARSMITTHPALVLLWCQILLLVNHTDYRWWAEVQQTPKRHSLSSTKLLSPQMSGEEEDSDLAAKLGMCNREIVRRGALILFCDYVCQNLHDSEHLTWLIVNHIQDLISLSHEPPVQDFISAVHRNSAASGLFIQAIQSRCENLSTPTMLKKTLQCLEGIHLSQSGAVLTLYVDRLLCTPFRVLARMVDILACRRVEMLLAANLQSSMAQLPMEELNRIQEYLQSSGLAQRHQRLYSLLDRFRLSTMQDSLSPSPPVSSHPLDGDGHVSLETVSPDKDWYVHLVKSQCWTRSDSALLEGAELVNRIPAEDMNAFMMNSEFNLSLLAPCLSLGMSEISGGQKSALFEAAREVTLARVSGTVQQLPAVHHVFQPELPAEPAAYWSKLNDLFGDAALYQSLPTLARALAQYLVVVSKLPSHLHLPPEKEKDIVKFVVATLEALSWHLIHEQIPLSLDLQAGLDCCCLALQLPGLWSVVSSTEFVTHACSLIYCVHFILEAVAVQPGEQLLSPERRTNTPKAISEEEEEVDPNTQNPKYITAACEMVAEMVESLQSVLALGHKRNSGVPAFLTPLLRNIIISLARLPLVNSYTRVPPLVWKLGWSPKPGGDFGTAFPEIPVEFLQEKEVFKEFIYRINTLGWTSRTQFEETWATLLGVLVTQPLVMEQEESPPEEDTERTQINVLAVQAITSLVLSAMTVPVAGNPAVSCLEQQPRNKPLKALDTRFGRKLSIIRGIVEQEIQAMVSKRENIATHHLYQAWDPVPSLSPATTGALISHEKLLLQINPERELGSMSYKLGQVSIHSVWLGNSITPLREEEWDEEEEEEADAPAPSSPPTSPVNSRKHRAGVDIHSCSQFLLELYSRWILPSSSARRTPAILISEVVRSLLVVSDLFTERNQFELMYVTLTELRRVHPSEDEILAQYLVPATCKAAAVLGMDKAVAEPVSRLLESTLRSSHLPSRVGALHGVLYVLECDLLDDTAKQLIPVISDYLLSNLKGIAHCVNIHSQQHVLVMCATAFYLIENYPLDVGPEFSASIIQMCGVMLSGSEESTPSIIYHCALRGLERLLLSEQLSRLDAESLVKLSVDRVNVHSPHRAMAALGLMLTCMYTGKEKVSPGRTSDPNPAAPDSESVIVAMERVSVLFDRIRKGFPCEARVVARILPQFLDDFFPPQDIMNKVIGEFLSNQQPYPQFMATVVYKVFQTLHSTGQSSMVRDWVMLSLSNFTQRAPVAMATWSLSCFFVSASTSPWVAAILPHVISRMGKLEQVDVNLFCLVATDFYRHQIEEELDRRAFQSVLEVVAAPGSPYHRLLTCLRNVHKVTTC
Pf apPOL inh: Pf-apPOL DNA polymerase inhibition; Recombinant Pf-apPOL, molecular beacon fluorescence, 1.5 h; inhibition, % at 10 µM; 210,000 tested, 0.25% active
The depositor's hits bear a star; i = inactive; · = not tested or not shown. Cut-off read from the data, not from the text of the source: active = inhibition above about 50%; inactive = the rest.

No.	SMILES	mHTT CaM bind	Pf apPOL inh
1	Cc1cccc(NC(=O)CSc2nc(N)cc(=O)[nH]2)c1	-0.9	-0.4
2	CC1=NOC(=O)/C1=C/c1ccccc1OCc1cccc(Cl)c1	55.0*	-2.0
3	O=C1CCCN2N=C(SC/C=C/c3ccccc3)SC2=N1	17.0	-0.7
4	O=[N+]([O-])c1ccc(C2SCCN2S(=O)(=O)c2ccc(Br)cc2)cc1 (stereo not drawn)	5.0	-3.6
5	COc1ccc(C(=O)Cc2ccccc2)c(OC)c1	-12.5	-5.2
6	CCOc1nn(-c2nc(-c3cccc(OC)c3)cc(C(F)(F)F)n2)cc1[N+](=O)[O-]	1.0	-3.8
7	O=C(Cc1cccc(F)c1)NCc1cccnc1-c1ccccc1	-11.7	-8.5
8	COCC(=O)Nc1cnc(-c2ccccc2)nc1	-0.8	-3.4
9	O=C(CN1C(=O)NC2(CCCCC2)C1=O)Nc1ccccc1Cl	-5.0	-5.4
10	O=C1CC(N2CCOCC2)C(=O)N1c1ccccc1 (stereo not drawn)	·	-9.1
11	CCCn1ncc(N2CCC(C(=O)NCc3cccc(C)c3)CC2)cc1=O	-0.2	-2.7
12	CC1CCCC(C)N1C(=O)c1ccc(Br)o1 (stereo not drawn)	-2.4	-0.3
13	COc1ccccc1C(=O)Nc1cccc(Cl)c1	-50.8	1.1
14	CCOC(=O)C1C2C=CC3(CN(CCc4ccccc4)C(=O)C13)O2 (stereo not drawn)	-4.5	5.5
15	CC(C)(C)c1csc(NC(=O)c2c(F)c(F)c(F)c(F)c2F)n1	-22.5	3.4
16	CCCn1cnc2c1c(=O)n(CC)c(=O)n2-c1ccccc1	-4.0	-7.3
17	O=C1c2ccccc2C(=O)N1CCCSc1nc2ccccc2o1	-3.3	0.7
18	O=C(NC1CC1)c1cccc(OCC2CCCN(C(=O)c3ccccc3)C2)c1 (stereo not drawn)	-2.9	-2.8
19	Cc1cccc(C(=O)N2CCCC2c2cc(C(C)C)no2)c1 (stereo not drawn)	-7.5	-4.9
20	COc1cccc(CNC(=O)C2(C)CCCN(C(=O)Nc3ccccc3OC)C2)c1 (stereo not drawn)	-5.3	-0.9
21	CCN(CC)C(=O)/C(=C\c1ccc2c(c1)OCO2)NC(=O)c1ccc(Br)cc1	7.0	8.4
22	NC(=O)C1CCN(C(=O)c2ccc(CN3CCc4ccccc4C3)cc2)CC1	1.8	1.2
23	COc1ccc(C2C=C(c3ccc(I)cc3)Nc3ncnn32)c(OC)c1 (stereo not drawn)	13.0	2.1
24	O=C(CN1C(=O)CCCc2ccccc21)NCCc1ccco1	0.8	-2.5
25	O=C1CC(c2ccccc2)Sc2nc(-c3ccccc3)nn21 (stereo not drawn)	0.0	-8.6

Record cards, as listed above.
Shown for COc1ccc(C(=O)Cc2ccccc2)c(OC)c1 → mHTT CaM bind: -12.5; Pf apPOL inh: -5.2
Shown for COc1ccccc1C(=O)Nc1cccc(Cl)c1 → mHTT CaM bind: -50.8; Pf apPOL inh: 1.1

Back to the main list; the 4 compounds before the break are reprinted first.
No.	SMILES	mHTT CaM bind	Pf apPOL inh
22	NC(=O)C1CCN(C(=O)c2ccc(CN3CCc4ccccc4C3)cc2)CC1	1.8	1.2
23	COc1ccc(C2C=C(c3ccc(I)cc3)Nc3ncnn32)c(OC)c1 (stereo not drawn)	13.0	2.1
24	O=C(CN1C(=O)CCCc2ccccc21)NCCc1ccco1	0.8	-2.5
25	O=C1CC(c2ccccc2)Sc2nc(-c3ccccc3)nn21 (stereo not drawn)	0.0	-8.6
26	Cc1ccc(NC(=O)N2CCc3nc(Cc4ccccc4F)[nH]c(=O)c3C2)cc1C	15.7	0.2
27	C=CCn1c(=N)c(C(=O)NCCc2ccccc2)cc2c(=O)n3cc(C)ccc3nc21	7.0	-4.0
28	COC(=O)c1ccccc1NC(=O)CSc1nnc(Cc2ccccc2)n1-n1cccc1	-5.5	2.8
29	COc1ccc(-n2nnnc2SCC(=O)Nc2ccc(OC)cc2OC)cc1	1.9	4.5
30	Cc1nc(NC(=O)COc2ccc(Cl)cc2)sc1C(=O)N(C)C	-3.3	0.4
31	O=C1OC(c2ccc(Cl)cc2)=N/C1=C/c1ccc2c(c1)OCO2	0.0	-1.2
32	COCCC1CCN(C(=O)Cc2ccccc2OC)CC1	1.0	-3.2
33	Cc1ccc(C(=O)N2CC(CN(C)C)C3(CCOCC3)C2)cn1 (stereo not drawn)	-5.8	-4.5
34	CCN1CCn2c(nc3cc(C(=O)Nc4ccc(C)c(F)c4)ccc32)C1=O	-9.1	-0.3
35	COc1ccc(/C=c2\sc3nc(-c4cccc(Cl)c4)nn3c2=O)c(OC)c1	2.0	3.9
36	Cc1cccc(C)c1NC(=O)Nc1ccc(Cl)c(Cl)c1	-2.0	-3.3
37	Cc1nnsc1-c1nnc2n1N=C(c1ccc(C#N)cc1)CS2	·	-5.0
38	O=C(NCC(c1ccsc1)N1CCCC1)Nc1ccc(Cl)cc1 (stereo not drawn)	3.6	2.7
39	COc1ccccc1-c1cc(C(F)(F)F)nc(N2CCCC2)n1	-61.0	0.4
40	CN(CCc1ccccn1)C(=O)c1cccc(N2CCNC(c3ccccc3)C2)n1 (stereo not drawn)	6.1	0.8
41	O=C(NNC(=O)c1cccc(Cl)c1)c1cccnc1	·	-4.9
42	Cc1ccccc1CNC(=O)c1cn2c(n1)COCC2	-8.4	-2.5
43	CCC1(C)Cc2c(sc3c2c(=O)n(C)c2nnc(SCc4ccc5c(c4)OCO5)n32)CO1 (stereo not drawn)	3.0	-7.5
44	CC(C)C(=O)Nc1cnc(-c2ccccc2)nc1	-0.1	2.3
45	Cc1ccnc(N2CCC(C(=O)Nc3cccc(Cl)c3)CC2)n1	-2.4	-1.4
46	O=C(NCCc1ccccc1)c1cccc(F)c1	-10.5	-3.7
47	COc1ccc(-c2nc3c(c(=O)[nH]2)CCN(C(=O)COc2ccccc2C)C3)cc1	7.4	2.1
48	CC(C)(C)C(=O)c1sc2sc(C(=O)C(C)(C)C)c(N)c2c1N	·	3.6
49	O=C(Nc1cc(N2CCOCC2)ncn1)c1ccc2nsnc2c1	-11.6	-2.3
50	O=C(NCc1ccc(F)cc1F)C1CCN(c2cncnc2N2CCCCC2)CC1	5.2	3.4

Quoted at random: 4 compounds from above, in no set order.
No.	SMILES	mHTT CaM bind	Pf apPOL inh
45	Cc1ccnc(N2CCC(C(=O)Nc3cccc(Cl)c3)CC2)n1	-2.4	-1.4
3	O=C1CCCN2N=C(SC/C=C/c3ccccc3)SC2=N1	17.0	-0.7
39	COc1ccccc1-c1cc(C(F)(F)F)nc(N2CCCC2)n1	-61.0	0.4
15	CC(C)(C)c1csc(NC(=O)c2c(F)c(F)c(F)c(F)c2F)n1	-22.5	3.4

(list continues)
No.	SMILES	mHTT CaM bind	Pf apPOL inh
51	Cc1ccc(F)c(N2CCN(C(=O)c3ccc(Cl)cc3Cl)C(C)C2=O)c1 (stereo not drawn)	-3.6	-4.5
52	COc1ccc(-c2c(C)oc3cc(OCC=C(C)C)ccc3c2=O)cc1	2.8	-9.3
53	O=C(Nc1nc(-c2csc(NC(=O)C3=COCCO3)n2)cs1)C1=COCCO1	18.2	-2.0
54	O=C(O)C12CC3CC(CC(Br)(C3)C1)C2	-0.9	2.8
55	COc1ccccc1NC(=O)C1CCCN(c2nccc3sccc23)C1 (stereo not drawn)	9.2	-6.8
56	COc1ccc(CN2CCC(C(=O)N3CCCC3)CC2)cc1OC	2.9	-2.0
57	Cc1cc(C(=O)N2CCCCC2C(=O)NC(C)C)no1 (stereo not drawn)	-3.9	-2.1
58	CCN(CC)CCN(C)CC1CC=CCC1 (stereo not drawn)	6.6	4.9
59	CC(=O)NCC(CN1CCOCC1)([N+](=O)[O-])[N+](=O)[O-]	0.0	-3.8
60	Cc1ccc(C)c(C(=O)N2CCC3(CC2)NC(=O)N(Cc2ccccc2Cl)C3=O)c1	15.8	-2.7
61	COc1cccc(CC(=O)N2CCCN(c3cc(-c4ccc5c(c4)OCO5)[nH]n3)CC2)c1	29.1	1.6
62	O=C(NC1CCCCCC1)c1ccccc1F	-1.7	-6.1
63	Cc1ccc(OCC(=O)N2CCN(c3ccc([N+](=O)[O-])cc3)CC2)cc1	6.8	-5.8
64	CCCOc1ccc(C2C(C#N)=C(N)Oc3n[nH]c(-c4ccc5c(c4)OCO5)c32)cc1 (stereo not drawn)	27.0	-6.5
65	Cc1cccc(C(=O)N2CCCN(c3ncccc3-c3nc(C)no3)CC2)c1	-3.9	1.6
66	CCc1ccc(NC(=O)N2CCC(c3noc(N)c3CC)CC2)cc1	11.3	-2.2
67	Cc1cccc(NC(=O)N2CCc3nc(-c4ccccc4)ncc3C2)c1C	-10.7	-4.1
68	CN1CCN(c2ccc(/C=C(\C#N)c3nc4ccccc4[nH]3)cc2[N+](=O)[O-])CC1	30.7	-5.0
69	CC(=O)NCc1csc(C2CCCN(C(=O)C3CCCCC3)C2)n1 (stereo not drawn)	-4.3	-2.5
70	Cc1nnc(N2C(=O)C(O)=C(C(=O)c3ccco3)C2c2ccc([N+](=O)[O-])cc2)s1 (stereo not drawn)	-4.3	10.7
71	CCN(CC)CCN1C(=O)C(=O)C(=C(O)c2ccc(OC)cc2C)C1c1ccncc1 (stereo not drawn)	2.0	-16.6
72	COc1cc(CN2CCOCC2)cc(Br)c1O	-4.6	-4.5
73	O=C(c1ccc2ccccc2n1)N1CCC(CCOc2ccccc2)CC1	21.3	-1.4
74	COc1ccc(C(=O)NCCC2CCN(C(=O)NC3CCCCC3)CC2)c(OC)c1	-5.8	-5.3
75	CCOc1ccc(C(=O)Nc2ccc3oc(-c4ccc(OC)cc4)nc3c2)cc1[N+](=O)[O-]	-0.8	-2.0

Following part
No.	SMILES	mHTT CaM bind	Pf apPOL inh
76	O=C(CSc1ccc(Cl)cc1)c1ccc(Cl)cc1	·	-14.2
77	COc1ccc(CCNC(=O)NCC2(O)CCCC2)cc1	-0.3	-7.7
78	COc1cc(NC(=O)C2CCN(c3nccc4sc(C)cc34)CC2)cc(OC)c1OC	52.1*	-4.1
79	COc1cc(C2CC(=O)Oc3c(C(CCN4CCOCC4)c4ccc(N(C)C)cc4)c(OC)cc(OC)c32)cc(OC)c1OC (stereo not drawn)	64.6*	-3.6
80	O=c1c2ccccc2c(-c2ccccc2)nn1-c1ccccc1	-7.2	0.4
81	Cc1ccnc(NC(=O)Cc2cc(-c3cc4ccccc4o3)on2)c1	6.4	-10.2
82	CCOC(=O)c1csc(NN=Cc2ccccc2Cl)n1	·	10.1
83	COc1cc(/C=C2/SC(=O)N(C)C2=O)cc(Br)c1OCC(=O)O	1.0	-2.1
84	Clc1cc(Cl)cc(-c2nnn(Cc3c(Cl)cccc3Cl)n2)c1	·	-0.1
85	Clc1ccc(SCCCn2ccnc2)cc1	5.4	-3.6
86	CC1=C(C(=O)NCc2ccc(C)cc2)C2(CCCCC2)OC1=O	-5.2	-8.9
87	O=C(NC1CC1)c1ccccc1OCC1CCN(C(=O)Cc2ccccc2F)CC1	19.3	2.3
88	COc1ccc(-c2nc(S(=O)(=O)c3ccccc3)c(NCc3cccnc3)o2)cc1	16.0	-3.0
89	Cc1cc(C)n(-c2ncc(C#N)c(N)n2)n1	·	-9.5
90	Cc1occc1C(=O)NCc1cccc(CNC(=O)c2ccoc2C)c1	6.8	3.5
91	CN1CCN(CCCSc2nnc3c(n2)[nH]c2ccccc23)CC1	20.0	-5.6
92	O=C1CC(c2ccccc2)CC2=C1C(c1cccs1)N(C(=O)C(F)(F)F)c1ccccc1N2 (stereo not drawn)	29.0	0.7
93	O=C(Nc1ccc(Oc2ccc(Cl)cc2)cc1)c1ccccc1[N+](=O)[O-]	35.3	-1.6
94	Cc1cc(Br)cc(C)c1Nc1ncnc(N)c1[N+](=O)[O-]	1.0	-2.0
95	Cc1ccc(C(=O)N2CCCC(COc3ccc(C(=O)NC4CC4)cc3)C2)s1 (stereo not drawn)	5.1	2.9
96	CC1(C)CC(=O)C2=C(C1)OC1CCCCC21 (stereo not drawn)	·	9.9
97	COC(=O)c1ccc(NC(=O)C(=O)NCCc2csc(-c3cccc(F)c3)n2)cc1	-21.8	-4.0
98	CC(=O)N(CN1C(=O)C2CCCCC2C1=O)c1ccc(F)cc1 (stereo not drawn)	-1.0	-0.6
99	O=C(CCCn1cccc1)Nc1ccc2c(c1)OCCO2	7.1	77.7*
100	Cc1cccc(C2=N[C@@H](Cc3ccccc3)CO2)c1	81.0*	-10.6

Continued.
No.	SMILES	mHTT CaM bind	Pf apPOL inh
101	CC(=O)N1CCCc2ccc(NC(=O)c3ccccc3F)cc21	-5.9	-5.3
102	O=C(c1cccc2c1-c1ccccc1/C2=N\O)N1CCCCC1	i	-0.1
103	CCN(c1ccc(F)cc1)S(=O)(=O)c1cc(Br)cc2c1N(C(=O)C1CC1)CC2	19.0	-7.0
104	Cc1ccc2nc3c(N)c(Cl)cc4c3c(c2c1)-c1ccccc1C4=O	61.0*	-3.0
105	O=C(Nc1ccccc1Cl)N1CCc2c(nc3cc(-c4ccccc4)[nH]n3c2=O)C1	0.1	-2.9
106	Cc1ccc2[nH]cc(CCN3CC(C(=O)N4CCCC4)CC3=O)c2c1 (stereo not drawn)	-2.8	7.0
107	O=[N+]([O-])c1cc([N+](=O)[O-])c2c(OCc3ccccc3)nsc2c1	45.0	-1.9
108	O=C(NCC#CCN1CCc2ccccc2C1)NCc1cccs1	-2.0	-0.5
109	O=C(NCc1cccs1)C1CC(c2ccccc2Cl)=NO1 (stereo not drawn)	-11.6	-2.1
110	CCn1nc(C)c2ccn(CC(=O)NC3CC3)c(=O)c21	-7.6	1.6
111	O=C(NCCN1CCCC1)c1ccc2nc(-c3ccc(Cl)cc3)cn2c1	17.1	-4.8
112	CC1CCN(C(=O)C2CCN(c3cnn(C)c(=O)c3)CC2)CC1	-2.2	-4.3
113	Cc1ccc(S(=O)(=O)N=C(Nc2ccccn2)c2ccc(F)cc2)cc1	-1.0	-4.6
114	O=C(CSCc1ccccc1)Nc1ccc(-c2nnc(-c3ccco3)o2)cc1	0.6	0.3
